TGFb inhibitor: qHTS for Inhibitors of TGF-b; AID 588855, 2011; HepG2 CAGA-GFP TGF-b/SMAD3 reporter, GFP fluorescence, 18 h; TGF-beta stimulated, 500 pg/mL final; Potency, µM (top dose mostly 46.1 µM), inactives show top-dose activity, negative = inhibition, usual class: inhibitors; 410,000 compounds, 1.2% hits; note: potency is the fitted concentration of half-maximal effect; % is set by controls: 0 for no effect and ±100 for the full control effect; nearly all actives have a fitted effect of over 65% in size
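Smad-responsive CAGA-GFP expression was quantified in HEPG2 cells exposed to compounds and 500 pg/mL final TGF-beta for 18 h at 37 degrees C; unstimulated wells defined full inhibition.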
EPAC2 agonist: qHTS for Agonist of cAMP-regulated guanine nucleotide exchange factor 4 (EPAC2): primary screen. Rap guanine nucleotide exchange factor 4 (Homo sapiens), Q8WZA2. EPAC2 activation, biochemical qHTS; response scale: 100% = 6.5 mM cAMP response. Potency, µM (highest dose often 154 µM), inactives show at the top dose activation, hits mostly activators. 360,000 compounds, 0.079% hits; note: potency is the fitted concentration of half-maximal effect; nearly all actives have a fitted effect of over 50% in size
Target sequence (Q8WZA2 whole entry, looked up): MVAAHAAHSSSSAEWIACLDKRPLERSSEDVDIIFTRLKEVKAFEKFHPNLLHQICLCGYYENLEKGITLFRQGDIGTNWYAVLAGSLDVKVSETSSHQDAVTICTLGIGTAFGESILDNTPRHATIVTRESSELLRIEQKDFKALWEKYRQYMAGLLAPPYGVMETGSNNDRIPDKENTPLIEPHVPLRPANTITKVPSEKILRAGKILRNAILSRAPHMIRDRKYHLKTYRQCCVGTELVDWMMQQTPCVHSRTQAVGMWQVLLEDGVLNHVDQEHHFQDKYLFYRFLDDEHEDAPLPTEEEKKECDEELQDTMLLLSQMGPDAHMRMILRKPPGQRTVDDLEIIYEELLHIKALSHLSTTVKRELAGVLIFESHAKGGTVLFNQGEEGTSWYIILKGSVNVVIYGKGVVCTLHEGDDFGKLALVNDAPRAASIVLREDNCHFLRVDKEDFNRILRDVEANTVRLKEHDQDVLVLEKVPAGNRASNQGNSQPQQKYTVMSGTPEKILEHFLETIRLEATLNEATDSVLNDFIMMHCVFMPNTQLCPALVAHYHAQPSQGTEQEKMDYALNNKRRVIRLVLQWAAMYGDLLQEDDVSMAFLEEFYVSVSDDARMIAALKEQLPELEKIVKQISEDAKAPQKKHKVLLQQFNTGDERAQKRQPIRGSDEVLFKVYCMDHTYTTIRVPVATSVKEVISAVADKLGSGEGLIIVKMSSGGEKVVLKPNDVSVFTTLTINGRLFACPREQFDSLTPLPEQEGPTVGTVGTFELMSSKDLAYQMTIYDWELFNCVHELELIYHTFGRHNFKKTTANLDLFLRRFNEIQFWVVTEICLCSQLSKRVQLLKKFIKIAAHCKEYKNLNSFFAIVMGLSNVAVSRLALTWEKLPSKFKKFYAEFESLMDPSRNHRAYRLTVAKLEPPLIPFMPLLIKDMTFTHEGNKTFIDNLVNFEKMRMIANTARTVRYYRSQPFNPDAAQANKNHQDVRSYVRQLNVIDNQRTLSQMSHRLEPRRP
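Nucleotide exchange monitored as fluorescence drop when BODIPY-GDP leaves Rap1B. Reaction: 100 nM EPAC2, 250 nM RAP1B-BODIPY-GDP, 50 uM GDP, room temperature, kinetic read over 30 min. Activity expressed relative to 6.5 mM cAMP.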
ATXN2 expr inh: Primary qHTS for Inhibitors of ATXN expression; HEK-293 ATXN2-luciferase reporter, luminescence, 24 h; Potency, µM (highest dose often 57 µM), inactives show at the highest dose activity change, negative = inhibition, actives largely listed as inhibitors; 360,000 compounds, 0.72% hits; AID 1745845, 2022; note: potency is the fitted concentration of half-maximal effect; % is set by controls: 0 for no effect and ±100 for the full control effect; nearly all actives have a fitted effect of over 55% in size
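ATXN2-luciferase reporter cells (luciferase flanked by upstream and downstream ATXN2 gene portions) were treated 24 h at 37 °C with compounds at up to 57 uM. SteadyGlo luminescence gave expression; GF-AFC fluorescence gave viability.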
S2 tox: Viability Counterscreen for Primary qHTS for Inhibitors of ATXN expression; Potency, µM (highest dose often 56.7 µM), hits mostly cytotoxic; S2 cells (HEK-293 line with an ATXN2-luciferase reporter) viability, CellTiter-Fluor protease fluorescence, 24 h; AID 651635, 2014; 400,000 compounds, 0.49% hits; note: potency is the fitted concentration of half-maximal effect; nearly all actives have a fitted effect of over 40% in size
Nrf2 block: Nrf2 qHTS screen for inhibitors; A549 ARE-Fluc reporter, luciferase luminescence, 18-24 h; 360,000 compounds, 2.1% hits; Potency, µM (highest dose often 46 µM), without a hit: at the top dose activity change, negative = inhibition, actives largely listed as inhibitors; note: potency is the fitted concentration of half-maximal effect; % is set by controls: 0 for no effect and ±100 for the full control effect; nearly all actives have a fitted effect of over 60% in size
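Reporter: ARE-Fluc in A549. Exposure: 18-24 h, 37 °C, 5% CO2, 5% FBS OPTI-MEM. Readouts: fluorescent cytotoxicity (CellTiter-Fluor), then luminescent Nrf2 signal after BugLite.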
A549 tox: Nrf2 qHTS screen for inhibitors: counterscreen for cytotoxicity; A549 ARE-Fluc cells, CellTiter-Fluor viability, 18-24 h; Potency, µM (series often up to 46 µM), for the others: at the top dose activity change, negative = cytotoxicity, actives largely listed as inhibitors; 390,000 compounds, 0.16% hits; AID 504648, 2011; note: potency is the fitted concentration of half-maximal effect; % is set by controls: 0 for no effect and ±100 for the full control effect
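A549 ARE_Fluc cells in 5% FBS OPTI-MEM were exposed to compounds in concentration-response for 18-24 h at 37 deg C. Viability was read by CellTiter-Fluor fluorescence (Ex 405/Em 525) after 30 min, before the luciferase read.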
Nrf2 ARE act: qHTS of Nrf2 Activators; AREc32 ARE-luciferase reporter (MCF7-derived line), luminescence, 24 h; Potency, µM (titrated, usually from 46.1 µM), for inactives: at the highest dose activation, hits mostly activators; 410,000 compounds, 0.31% hits; note: potency is the fitted concentration of half-maximal effect; % of control where 0% means no effect; nearly all actives have a fitted effect of over 65% in size
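Luminescent ARE reporter assay in AREc32_Fluc cells: overnight plating at 37 deg C, 24 hr compound incubation, Steady-Glo added, 30 min RT before reading.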
IL2 activator: qHTS of IL-2 Activators. IL-2 activation reporter assay, cell-based qHTS; stimulated with anti-CD3/CD4/CD28 beads; in transgenic mouse T cells. activation, % (series mostly up to about 46 µM). 360,000 compounds, 0.065% hits; in the data active = activation above about 50%; inconclusive = mostly about 30% to 49%; note: 0% is about no effect
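Unstimulated transgenic mouse T cells; 60-min compound exposure; bead-based TCR/CD4/CD28 stimulation; 18 h culture, 37 degrees C; dual fluorescence (EGFP, DsRed) plate cytometry.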
HepG2 viability: qHTS for Inhibitors of TGF-b: Cytotox Counterscreen; Potency, µM (top dose mostly 46.1 µM), for the others: at the highest dose activity change, negative = cytotoxicity, most hits filed as cytotoxic; HepG2 CAGA-GFP viability, ATP luminescence, 18 h; 410,000 compounds, 0.76% hits; note: potency is the fitted concentration of half-maximal effect; some results filed as inactive show a strong effect at the top dose
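HepG2 CAGA-GFP cells (1000/well, DMEM with 1% FBS) received compound, then TGF-beta at 500 pg/mL final, and were incubated 18 hours at 37 degrees C. Viability was read by CellTiter-Glo luminescence. Media-only wells were set as complete cell-killing and DMSO as no toxicity.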
The depositor's hits bear a star; [ ] = another dose, or the depositor's remark. Unless noted, calls come from the whole dose curve; as a rule, active = well fitted curve in the direction sought with a large enough effect; inconclusive = small, poorly fitted or top-dose-only effect, or another doubt; inactive = no such curve, though single readings can be large; an effect the other way counts as inactive or inconclusive.

How did COc1ccc(-c2nc3c(c(SCC(=O)N4CCCCC4)n2)Cc2c(CO)cnc(C)c2O3)cc1 do in these assays?
TGFb inhibitor: inconclusive; Nrf2 block: 35%; A549 tox: -1%; Nrf2 ARE act: 5.6%; HepG2 viability: -41%

Results for C=CCn1c(C(C)NC(=O)CC)nc2ccccc21 (configuration not stated) ?
TGFb inhibitor: 1%; EPAC2 agonist: 12%; ATXN2 expr inh: -4%; S2 tox: inactive; Nrf2 block: -2%; A549 tox: 3%; Nrf2 ARE act: -0.8%; IL2 activator: -2.3; HepG2 viability: -8%

Results for CC1(C)C(C=C(Cl)Cl)C1C(=O)Nc1ccc([N+](=O)[O-])cc1 (configuration not stated) ?
TGFb inhibitor: inconclusive; EPAC2 agonist: 12%; ATXN2 expr inh: inconclusive; S2 tox: inactive; Nrf2 block: inconclusive; A549 tox: -23%; Nrf2 ARE act: 4.3%; IL2 activator: -0.8; HepG2 viability: -94%

What do the screens show for `S=c1[nH]nc2c3c4c(sc3ncn12)CCCC4`?
TGFb inhibitor: 9%; EPAC2 agonist: -1%; ATXN2 expr inh: -8%; S2 tox: inactive; Nrf2 block: -15%; A549 tox: -9%; Nrf2 ARE act: 0.0%; IL2 activator: -0.6; HepG2 viability: -10%

What do the screens show for `COc1ccc(NC(=O)CN2C(=O)CC(C)(C)S(=O)(=O)c3ccccc32)cc1`?
TGFb inhibitor: 8%; EPAC2 agonist: -2%; ATXN2 expr inh: 5%; S2 tox: inactive; Nrf2 block: 12%; A549 tox: -3%; Nrf2 ARE act: 0.1%; IL2 activator: -0.3; HepG2 viability: -4%

How did CC(C)(C)OC(=O)N1CCC(c2c(C(=O)N3CCN(c4ccccc4)CC3)cnn2-c2ccccc2)CC1 do in these assays?
TGFb inhibitor: -12%; Nrf2 block: -9%; A549 tox: -1%; Nrf2 ARE act: -1.5%; HepG2 viability: -6%

Results for CCCCN1C(=O)c2ccc(C(=O)Nc3cccnc3)cc2C1=O ?
TGFb inhibitor: -5%; EPAC2 agonist: -2%; ATXN2 expr inh: 2%; S2 tox: inactive; Nrf2 block: inconclusive; A549 tox: 15%; Nrf2 ARE act: 0.0%; IL2 activator: -3.2; HepG2 viability: -18%

What do the screens show for `N#Cc1c(SCC(=O)Nc2nccs2)nc2c(c1-c1ccco1)CCCC2`?
TGFb inhibitor: -15%; EPAC2 agonist: -4%; ATXN2 expr inh: -36%; S2 tox: inconclusive; Nrf2 block: -27%; A549 tox: 6%; Nrf2 ARE act: -1.0%; IL2 activator: 1.2; HepG2 viability: -4%

What do the screens show for `CC1=C(C(=O)N(C(C)C)C(C)C)CC(CC(=O)NCc2cccc3ccccc23)C(=O)N1Cc1ccc(F)cc1` (configuration not stated)?
TGFb inhibitor: inconclusive; EPAC2 agonist: 7%; ATXN2 expr inh: inconclusive; S2 tox: inconclusive; Nrf2 ARE act: -1.9%; IL2 activator: 1.2; HepG2 viability: 2%

How did O=C1/C(=C/c2cccs2)SC(=S)N1CCCC(=O)N(CCO)c1ccccc1 do in these assays?
TGFb inhibitor: 14%; EPAC2 agonist: 1%; ATXN2 expr inh: 16%; S2 tox: inactive; Nrf2 block: inconclusive; A549 tox: inconclusive; Nrf2 ARE act: 5.0%; IL2 activator: -1.9; HepG2 viability: -9%

What do the screens show for `Cc1ccc(N(CC(=O)NC(C)(C)C)C(=O)CS(=O)CC(=O)Nc2ccc(F)cc2)cc1` (configuration not stated)?
TGFb inhibitor: -16%; EPAC2 agonist: -3%; ATXN2 expr inh: -4%; S2 tox: inactive; Nrf2 block: 10%; A549 tox: 0%; Nrf2 ARE act: -0.7%; IL2 activator: -1.9; HepG2 viability: 3%

Results for Cc1nc2ccccc2n1CC(=O)N/N=C\C=C\c1ccccc1 ?
TGFb inhibitor: -16%; EPAC2 agonist: 1%; ATXN2 expr inh: -7%; S2 tox: inactive; Nrf2 block: -15%; A549 tox: -2%; Nrf2 ARE act: -0.9%; IL2 activator: -0.4; HepG2 viability: -15%

Results for COC(=O)C(C)Oc1ccc2c(c1)O/C(=C\c1cccc(Br)c1)C2=O (configuration not stated) ?
TGFb inhibitor: -3%; EPAC2 agonist: 15%; S2 tox: inactive; Nrf2 block: 1%; A549 tox: 9%; Nrf2 ARE act: 3.2%; IL2 activator: 0.0; HepG2 viability: -8%

Results for COc1cccc(CNc2nccs2)c1O ?
TGFb inhibitor: 14%; EPAC2 agonist: 3%; ATXN2 expr inh: 8%; S2 tox: inactive; Nrf2 block: 7%; A549 tox: 0%; Nrf2 ARE act: 4.7%; IL2 activator: 0.2; HepG2 viability: -5%

Results for CCN1C(=O)/C(=C/c2cn(-c3ccccc3)nc2-c2cccnc2)SC1=S ?
TGFb inhibitor: 8%; EPAC2 agonist: 6%; ATXN2 expr inh: 4%; S2 tox: inconclusive; Nrf2 block: 4%; A549 tox: 1%; Nrf2 ARE act: 0.1%; IL2 activator: 6.8; HepG2 viability: 6%

What do the screens show for `CCOC(=O)c1c(C)[nH]c(C(=O)CN2CC(C)OC(C)C2)c1C` (configuration not stated)?
TGFb inhibitor: -5%; EPAC2 agonist: 1%; ATXN2 expr inh: -6%; S2 tox: inactive; Nrf2 block: -9%; A549 tox: 11%; Nrf2 ARE act: -0.2%; IL2 activator: 1.3; HepG2 viability: 3%

How did CCOc1ccc(CNC(c2ccccc2)c2ccccc2)cc1 do in these assays?
TGFb inhibitor: -2%; EPAC2 agonist: 3%; ATXN2 expr inh: 5%; S2 tox: inactive; Nrf2 block: 3%; A549 tox: 8%; Nrf2 ARE act: -1.1%; IL2 activator: -3.0; HepG2 viability: -20%

What do the screens show for `Nc1ncnc2c1ncn2[C@@H]1O[C@H](C(=O)N(CCC2=CCCCC2)CC2CC2)[C@@H](O)[C@H]1O`?
TGFb inhibitor: -1%; EPAC2 agonist: -6%; ATXN2 expr inh: -2%; S2 tox: inactive; Nrf2 ARE act: 0.4%; IL2 activator: 4.1; HepG2 viability: -8%

Results for CCCN(CC(=O)Nc1ccccc1C)C(=O)CCl ?
TGFb inhibitor: 5.6µM*; EPAC2 agonist: 12%; ATXN2 expr inh: inconclusive; S2 tox: inconclusive; Nrf2 block: inconclusive; A549 tox: inconclusive; Nrf2 ARE act: inconclusive; IL2 activator: -1.0; HepG2 viability: -79%

What do the screens show for `CNC(=O)n1ccc(C(=O)N2CCCCC2)n1`?
TGFb inhibitor: -2%; EPAC2 agonist: -9%; ATXN2 expr inh: -10%; S2 tox: inactive; Nrf2 block: -16%; A549 tox: -9%; Nrf2 ARE act: 0.1%; IL2 activator: -3.4; HepG2 viability: -4%

How did CC(C)C[C@H]1CN=C(N(C)C)N1CC(C)C do in these assays?
TGFb inhibitor: -2%; EPAC2 agonist: 7%; ATXN2 expr inh: 3%; S2 tox: inactive; Nrf2 block: -13%; A549 tox: -1%; Nrf2 ARE act: 0.2%; IL2 activator: 1.4; HepG2 viability: -14%

What do the screens show for `Cc1onc(-c2ccccc2Cl)c1C(=O)Nc1cc(=O)n(C)c(=O)n1C`?
TGFb inhibitor: 25%; EPAC2 agonist: 6%; ATXN2 expr inh: 24%; Nrf2 block: -18%; A549 tox: 15%; Nrf2 ARE act: -0.2%; IL2 activator: 12; HepG2 viability: -10%

Results for CC(=O)Nc1ccc(/C=N/NC(=O)CCN2CCN(c3ccccc3)CC2)cc1 ?
TGFb inhibitor: -3%; EPAC2 agonist: -2%; ATXN2 expr inh: -15%[11.3 µM]; S2 tox: inactive; Nrf2 block: -4%; A549 tox: 3%; Nrf2 ARE act: 3.9%; IL2 activator: -3.5; HepG2 viability: 4%

How did CCN(C(=O)c1cn(C)c(=O)c2cc(OC)c(OC)cc12)c1ccccc1C do in these assays?
TGFb inhibitor: 14%; EPAC2 agonist: -8%; ATXN2 expr inh: -12%; S2 tox: inactive; Nrf2 block: 8%; A549 tox: -5%; Nrf2 ARE act: 0.0%; IL2 activator: 1.5; HepG2 viability: 5%

What do the screens show for `CCCn1nc(Oc2nc(N(C)C)nc(N(C)C)n2)ccc1=O`?
TGFb inhibitor: 14%; EPAC2 agonist: 15%; ATXN2 expr inh: 6%[11.3 µM]; S2 tox: inactive; Nrf2 block: inconclusive; A549 tox: 0%; Nrf2 ARE act: 0.4%; IL2 activator: 1.7; HepG2 viability: -14%

Random excerpt: 3 compounds from above.
How did CC(C)C[C@H]1CN=C(N(C)C)N1CC(C)C do in these assays?
TGFb inhibitor: -2%; EPAC2 agonist: 7%; ATXN2 expr inh: 3%; S2 tox: inactive; Nrf2 block: -13%; A549 tox: -1%; Nrf2 ARE act: 0.2%; IL2 activator: 1.4; HepG2 viability: -14%

Results for CC(=O)Nc1ccc(/C=N/NC(=O)CCN2CCN(c3ccccc3)CC2)cc1 ?
TGFb inhibitor: -3%; EPAC2 agonist: -2%; ATXN2 expr inh: -15%[11.3 µM]; S2 tox: inactive; Nrf2 block: -4%; A549 tox: 3%; Nrf2 ARE act: 3.9%; IL2 activator: -3.5; HepG2 viability: 4%

How did CCN(C(=O)c1cn(C)c(=O)c2cc(OC)c(OC)cc12)c1ccccc1C do in these assays?
TGFb inhibitor: 14%; EPAC2 agonist: -8%; ATXN2 expr inh: -12%; S2 tox: inactive; Nrf2 block: 8%; A549 tox: -5%; Nrf2 ARE act: 0.0%; IL2 activator: 1.5; HepG2 viability: 5%

Screening results deposited in PubChem BioAssay by National Center for Advancing Translational Sciences (NCATS).

Random draw from the library. About 4.3% of those tested had a hit in this group.
